Compound activity deposited in PubChem by several laboratories.
CCHFV vOTU inh: CCHFV vOTU protease inhibition; Pep-AMC fluorescence; inhibition, % at 11.5 µM; actives 0.55% (n = 370,000); AID 651958; in the data active means inhibition above about 30%; further: 0% = vehicle wells with enzyme and 100% = no enzyme wells
TcdB inh: blocks C. difficile toxin B glycohydrolase activity; actives 0.24% (n = 350,000); TcdB glycohydrolase enzymatic assay, plate reader; P18177; inhibition, % at 9.99 µM; in the data active means inhibition above about 10%
Anthrax LF prot: inhibitors of Bacillus anthracis lethal factor protease | P15917 | inhibition, % at 10 µM | actives 0.12% (n = 360,000) | AID 588501 | multiplex microsphere protease cleavage assay, LF; further: plate controls were buffer without enzyme for full effect and enzyme alone for no effect
Y pestis TopoI: blocks Yersinia pestis topoisomerase I activity; Y. pestis Topo-I cleavage product accumulation, plate reader; activity, % at 10 µM; actives 0.064% (n = 360,000); in the data active means activity above about 50%, passing the limit was not always enough; inconclusive means no clear call, values can overlap the other calls; further: inactives centre near 2
PrPC TRFRET: inhibitors of human cell surface prion protein PrPC; P04156; TR-FRET read-out; inhibition, % at 13.8 µM; actives 0.43% (n = 370,000); AID 720596; in the data active means inhibition above about 24%; further: 0% = median of the test wells and 100% = reference compound wells
BoNT F protease: blocks Botulinum neurotoxin F light chain protease | Multiplex microsphere protease cleavage assay, flow cytometry | inhibition, % at 10 µM | AID 588497 | actives 0.22% (n = 360,000); in the data active means inhibition above about 35%, passing the limit was not always enough; inconclusive means no clear call, values can overlap the other calls; further: plate controls were buffer without enzyme for full effect and enzyme alone for no effect
BoNT A protease: BoNT A light chain protease inhibition | multiplex microsphere protease substrate cleavage, flow cytometry | inhibition, % at 10 µM | actives 0.17% (n = 360,000) | AID 588499; further: plate controls were buffer without enzyme for full effect and enzyme alone for no effect
PfHsp40 yeast: rescue of PfHsp40-mediated yeast toxicity. S. cerevisiae expressing PfHsp40, growth rescue, ATP luminescence. actives 0.68% (n = 340,000). growth rescue, % at 12.5 µM. AID 504582; in the data active means growth rescue above about 28%, passing the limit was not always enough; inconclusive means no clear call, values can overlap the other calls;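 further: yeast W303a lacking pdr1 and pdr3 grown in galactose medium; growth measured after three days at 30 °C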
FadD28 FP inh: M. tuberculosis FadD28 bisubstrate binding inhibition. inhibition, % at 12.5 µM. actives 0.22% (n = 360,000). FadD28 bisubstrate probe binding, fluorescence polarization; in the data active means inhibition above about 8.5%, passing the limit was not always enough; inconclusive means no clear call, values can overlap the other calls
* hit, by the source's call; ? = inconclusive; / = not tested or not shown. Unless noted, no stated cut-off is given here; in the data, active means inhibition above about 30%; inconclusive means no clear call, values can overlap the other calls; inactive means below that.

The opening two records as a preview:
SMILES | CCHFV vOTU inh | TcdB inh | Anthrax LF prot | Y pestis TopoI | PrPC TRFRET | BoNT F protease | BoNT A protease | PfHsp40 yeast | FadD28 FP inh
Cc1ccc(C(CNC(=O)Nc2cccc(C)c2)N2CCN(C)CC2)cc1 (stereo not given) | 2 | 0.3 | 1 | -13 | -6 | -6 | -2.8 | 0.6 | 0.7
CC(C)CC(=O)NNC(=S)Nc1ccc(S(N)(=O)=O)cc1 | -9 | 0.5 | -2 | 1 | 5 | -9 | -1.1 | -0.1 | -0.7

The listing, from the start:
SMILES | CCHFV vOTU inh | TcdB inh | Anthrax LF prot | Y pestis TopoI | PrPC TRFRET | BoNT F protease | BoNT A protease | PfHsp40 yeast | FadD28 FP inh
Cc1ccc(C(CNC(=O)Nc2cccc(C)c2)N2CCN(C)CC2)cc1 (stereo not given) | 2 | 0.3 | 1 | -13 | -6 | -6 | -2.8 | 0.6 | 0.7
CC(C)CC(=O)NNC(=S)Nc1ccc(S(N)(=O)=O)cc1 | -9 | 0.5 | -2 | 1 | 5 | -9 | -1.1 | -0.1 | -0.7
O=C(O)C(Cc1ccnc2ccccc12)=NO | -6 | -2.4 | 6 | -8 | 6 | 1 | 0.3 | -0.5 | -0.2
Cn1nccc1-c1cc(Cl)cc(Cl)c1O | 0 | 2.2 | -11 | -7 | -1 | -12 | 0.8 | 0.5 | -1.5
O=C(Cc1ccccc1)N/N=C/c1cccnc1 | -14 | -0.3 | 1 | 6 | 1 | 17 | -1.5 | -1.4 | 0.0
CC(=O)c1cccc(OC(=O)c2cc(S(=O)(=O)N3CCOCC3)ccc2N2CCCC2)c1 | 15 | 0.9 | -4 | 10 | -2 | -9 | -1.7 | 0.5 | 1.2
Cc1nc2cc(S(=O)(=O)N(C)C)ccc2n1-c1ccccc1 | -6 | / | 1 | 7 | -3 | 2 | -0.3 | -0.1 | -0.2
CCOc1ccc(C(=O)Nc2ccc(S(=O)(=O)N3C[C@@H]4C[C@@H](C3)c3cccc(=O)n3C4)cc2)cc1 | -6 | -0.2 | 2 | -1 | -18 | -3 | -0.4 | -0.6 | -2.7
COc1ccccc1-n1c(N)c(C(=O)NCC2CCCO2)c2nc3ccccc3nc21 (stereo not given) | -214 | / | -1 | 4 | -8 | -6 | 7.3 | -0.5 | 0.8
Cc1ccc(-c2cc(C(=O)OCC(=O)N(C)c3c(N)n(Cc4ccccc4)c(=O)[nH]c3=O)c3ccccc3n2)o1 | 9 | 0.9 | / | 10 | -8 | / | / | -0.3 | -3.7
CN(C)CCCNC(=O)C[C@H]1C[C@H](C(=O)N2CCOCC2)[C@@]2(C)c3[nH]c4ccc(Cl)cc4c3CCN2C1=O | -2 | 0.4 | 2 | -15 | 3 | -1 | 0.4 | -1.4 | -1.7
Cc1ccc(S(=O)(=O)N2CCCCC2C(=O)N2CCN(C)CC2)cc1 (stereo not given) | -3 | / | -8 | 6 | 1 | 1 | 0.0 | -1.4 | -0.5
O=C(/C=C/c1cccs1)Nc1nc(-c2ccccc2)cs1 | 1 | / | -4 | 0 | 3 | 2 | 0.9 | 8.6 | -4.1
CCOc1cc(CNn2nnnc2N)ccc1OCC(=O)NC(C)(C)C | -5 | 0.4 | 0 | 1 | -3 | -4 | -1.6 | 0.7 | -1.5
Cc1ccc(NC(=O)C2CCCN(S(=O)(=O)c3c(C)noc3/C=C/N(C)C)C2)cc1F (stereo not given) | -11 | 0.6 | -1 | 1 | -7 | 1 | 1.9 | -1.7 | 0.4
CCC(=Nc1ccccc1)C1=C(O)CCCC1=O | -2 | 0.9 | 1 | 13 | -6 | -7 | 0.1 | / | -1.3
O=C(c1ccc(Cl)c(Cl)c1)N1CCC(O)(CN2CCOCC2)CC1 | -8 | 1.7 | -5 | 0 | 8 | 0 | -0.7 | 0.8 | -0.9
CN1CCN(c2nc3c(c(=O)n(C)c(=O)n3C)n2CCSc2nnnn2-c2ccccc2)CC1 | 4 | 0.7 | 0 | 7 | 3 | 12 | 1.1 | -1.3 | 1.8
CCOc1ccc(-c2cc(CCCC(=O)NCCc3ccccc3)no2)cc1 | -9 | / | -1 | 21 | -3 | 2 | 0.2 | 2.3 | -3.2
Cc1ccc2nc(NC(=O)C3CCCN(S(=O)(=O)c4cccnc4)C3)sc2c1 (stereo not given) | 14 | -0.6 | -4 | 1 | 2 | -4 | -1.2 | -0.5 | -3.0
CCCCOCCCNC(=O)C1c2ccccc2Oc2ccccc21 | 7 | 0.7 | -4 | 8 | 4 | 10 | -1.4 | 1.4 | 0.2
CN(C)/C=C/C(=O)c1ccc(Oc2ncccn2)cc1 | 1 | 2.7 | -5 | 8 | -3 | -2 | -0.1 | 2.0 | -0.6
CCC1CCCCN1CCCNC(=O)c1ccc2c(c1)N(Cc1c(F)cccc1Cl)C(=O)CS2 (stereo not given) | 11 | 4.0 | 2 | -6 | -7 | -2 | -1.2 | 0.2 | -3.9
CC(=O)NNc1nc2ccccc2s1 | -9 | / | -5 | -4 | -3 | -10 | -0.5 | -0.6 | 1.3
CC(=O)NC(CC(=O)Nc1ccc2c(c1)OCCO2)c1ccccc1 (stereo not given) | 16 | -0.4 | -4 | 12 | -9 | -36 | 1.8 | -0.2 | -4.0
Additional structures follow:
SMILES | CCHFV vOTU inh | TcdB inh | Anthrax LF prot | Y pestis TopoI | PrPC TRFRET | BoNT F protease | BoNT A protease | PfHsp40 yeast | FadD28 FP inh
COc1ccc(NC(=O)c2cc(-c3ccccc3Cl)on2)cc1 | -14 | 0.1 | -2 | -2 | 10 | ? | 2.1 | 0.5 | -0.8
N/C(=N\OC(=O)N1CCOCC1)c1ccc(Cl)cc1 | -5 | / | -1 | 0 | 10 | -1 | 0.1 | -0.5 | -2.8
CCC(=O)c1ccc(OC(=O)c2cnccn2)cc1 | 2 | -0.1 | 0 | -1 | 8 | -6 | 0.6 | -1.6 | -1.0
CCCCNc1cc(=O)oc2ccccc12 | -7 | / | -2 | 1 | 7 | -1 | 0.4 | -0.2 | -1.0
CC(C)C(=O)NNC(=O)CSc1nc(C2CCCCC2)nc2ccccc12 | -3 | / | 0 | 1 | 3 | -3 | -0.3 | -0.9 | 0.0
CN1C2=CC=CC=CC2=[N+](C)C12C=CC(=[N+]([O-])[O-])C=C2[N+](=O)[O-] (stereo not given) | 14 | -0.1 | 5 | -2 | -40 | -5 | 1.0 | -1.9 | 0.7
O=C(CN1CCN(Cc2ccccc2)CC1)Nc1ccc(Br)cc1 | 2 | 1.5 | 0 | 30 | -7 | -13 | -2.0 | ? | -0.5
COc1ccc(C2(c3ccc(OC)cc3)NC(=O)N(CC(=O)Nc3cc(C)ccc3OC)C2=O)cc1 | 13 | 0.9 | 0 | 5 | -1 | 5 | -0.1 | -0.4 | 0.4
CC(Sc1nc(N2CCOCC2)c2c(c1C#N)CC(C)(C)OC2)C(=O)O (stereo not given) | 6 | 0.4 | -12 | 4 | 2 | -7 | 1.3 | 0.3 | 0.4
Cn1c(C(=O)NN)cc2cc(OCc3ccccc3)ccc21 | 1 | 0.4 | / | -9 | 14 | / | / | / | 0.5
CC(Sc1nnnn1C)C(=O)NC(=O)NC1CCCCC1 (stereo not given) | 4 | 1.5 | -4 | 6 | 3 | -2 | -0.2 | -0.9 | -0.2
O=[N+]([O-])c1cccc(-n2cccc2/C=N/Nc2nc(N3CCCCC3)nc(N3CCCCC3)n2)c1 | 1 | 0.8 | -5 | 15 | -3 | -10 | -1.2 | -0.8 | -0.8
CC(=O)Oc1ccc(C(=O)Nc2cccc(C(=O)Nc3ccccc3C(=O)O)c2)cc1 | 6 | -2.2 | 2 | 5 | -5 | 0 | -0.8 | -0.5 | -11
COc1ccc(C(C(=O)NC2CCCCC2)N(CC2CCCO2)C(=O)CNC(=O)c2ccco2)cc1 (stereo not given) | 2 | / | -1 | 20 | -3 | -16 | 0.7 | -0.3 | -1.2
CCOc1ccc(N(C)Cc2cc(=O)oc3ccc(OCC)cc23)cc1 | -3 | 1.1 | 1 | -1 | -1 | -24 | 1.6 | -0.6 | -1.3
COc1ccc(CCN2CC(C(=O)NCCc3ccc(C)cc3)CC2=O)cc1OC (stereo not given) | -2 | -0.1 | -2 | 7 | 2 | -1 | -0.5 | 16 | -0.2
CC(C)(C)NC(=O)c1cc2c(ccc3ccccc32)oc1=O | -35 | 0.8 | 0 | 3 | -5 | ? | 4.6 | -0.4 | 0.0
COc1ccc(-c2nc(N3CCCC3)[nH]c(=O)c2C#N)cc1 | -3 | / | 4 | 1 | 2 | 13 | 1.7 | 2.1 | 1.5
CCCCN(CC)C(=O)CN(C)S(=O)(=O)c1cccc2nsnc12 | -2 | / | -4 | 9 | -27 | -3 | 0.1 | -0.6 | -1.0
ONC=Nc1cccc2nonc12 | 13 | / | -2 | -6 | 0 | 15 | 0.1 | 1.3 | -0.5
CCC(C)NC(=O)C(=O)NCc1ccncc1 (stereo not given) | -6 | / | -8 | -6 | 5 | -3 | 1.1 | -0.3 | 0.4
O=C(O)c1ccc(Cl)c(S(=O)(=O)N(Cc2ccccc2)c2ccccc2Cl)c1 | 25 | 0.1 | 8 | -8 | 6 | 14 | 1.6 | / | -9.3
COc1ccccc1-c1noc(-c2cc(OC)c(OC)c(OC)c2)n1 | -3 | / | 1 | 4 | -6 | 4 | -0.4 | 1.4 | -1.9
O=C(CNCCC1=CCCCC1)Nc1ccc(N2CCCCCC2)cc1 | 5 | / | -12 | 24 | 4 | -46 | -2.1 | 0.6 | 1.4
CC1CCCCC1NC(=O)CN(C)S(=O)(=O)c1cccc2nsnc12 (stereo not given) | 2 | / | -2 | 0 | -20 | -16 | -0.2 | -0.5 | -3.4
Additional structures follow:
SMILES | CCHFV vOTU inh | TcdB inh | Anthrax LF prot | Y pestis TopoI | PrPC TRFRET | BoNT F protease | BoNT A protease | PfHsp40 yeast | FadD28 FP inh
COc1ccc2c(c1)NC(=O)CC(c1ccccc1)=N2 | 3 | / | -5 | -7 | -2 | -2 | -0.8 | -0.1 | -0.9
O=C(NC(=S)Nc1ccc(N2CCOCC2)c(Cl)c1)c1sc2ccccc2c1Cl | 6 | 1.3 | 0 | -2 | 2 | 3 | -0.3 | 0.0 | 0.3
CN(Cc1ccccc1)C(=O)COC(=O)c1ccc(Cl)c(N)c1 | -2 | / | -1 | -5 | -3 | -13 | -0.7 | 0.4 | 0.5
O=c1oc2ccccc2c(Nc2cccc(O)c2)c1[N+](=O)[O-] | -5 | / | -6 | 2 | -4 | -21 | -2.7 | -1.7 | -2.0
COCCn1c(N)c(N(Cc2ccccc2)C(=O)Cc2ccccc2F)c(=O)[nH]c1=O | -9 | -0.3 | 3 | -2 | -7 | -6 | -0.8 | -0.3 | -0.9
Cc1ccc(C(=O)N2CCN(c3ccc(C(F)(F)F)cn3)CC2)o1 | 26 | 0.7 | 1 | 12 | -4 | ? | 4.4 | 1.2 | -2.1
CCCCC1(C(=O)OCC)CC(CN2CCOCC2)OC1=O (stereo not given) | 2 | / | 0 | -5 | -3 | -5 | 0.3 | 0.0 | -2.3
COc1ccc(C(=O)Sc2ccc(Cl)cc2)cc1OC | 7 | / | -3 | 22 | -3 | -4 | -0.1 | -1.8 | -0.8
O=C(O)c1cc(N2CCOCC2)nc2ccccc12 | -38 | 0.5 | -6 | -13 | -2 | -36 | -4.8 | 0.1 | -2.4
Cc1csc(CN(C)C(=O)CC2C(=O)NCCN2Cc2ccc(-c3ccccc3)cc2)n1 (stereo not given) | -18 | -0.1 | 5 | 14 | -4 | 2 | 1.0 | 0.6 | -1.3
Cc1cccn2c(=O)nc(SCC(=O)Nc3ccc4c(c3)OCCO4)nc12 | 1 | 0.5 | 0 | -2 | 5 | -1 | 3.3 | 0.4 | -0.8
COC(=O)CC1=NN(c2ccccc2)C(=O)/C1=C\c1ccc(OC)cc1 | 4 | / | -1 | -2 | 1 | -3 | -0.8 | ? | -0.2

Copied from the list:
Reading for COCCn1c(N)c(N(Cc2ccccc2)C(=O)Cc2ccccc2F)c(=O)[nH]c1=O in CCHFV vOTU inh: -9
Reading for O=C(NC(=S)Nc1ccc(N2CCOCC2)c(Cl)c1)c1sc2ccccc2c1Cl in TcdB inh: 1.3
Reading for Cc1cccn2c(=O)nc(SCC(=O)Nc3ccc4c(c3)OCCO4)nc12 in Anthrax LF prot: 0
Reading for O=C(O)c1cc(N2CCOCC2)nc2ccccc12 in BoNT A protease: -4.8
Reading for COC(=O)CC1=NN(c2ccccc2)C(=O)/C1=C\c1ccc(OC)cc1 in FadD28 FP inh: -0.2
